Cav32 inh: human Cav3.2 channel inhibition, primary screen; O95180; Cav3.2-expressing cells, Fluo-4 calcium fluorescence FDSS; stronger effect = lower value; B-score at 10 µM; 100,000 compounds, 4% hits;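 active = single-dose well whose peak fluorescence ratio is a statistical outlier from its plate by either plate-standardised score or position-corrected B-score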
Target sequence (O95180 whole entry, looked up): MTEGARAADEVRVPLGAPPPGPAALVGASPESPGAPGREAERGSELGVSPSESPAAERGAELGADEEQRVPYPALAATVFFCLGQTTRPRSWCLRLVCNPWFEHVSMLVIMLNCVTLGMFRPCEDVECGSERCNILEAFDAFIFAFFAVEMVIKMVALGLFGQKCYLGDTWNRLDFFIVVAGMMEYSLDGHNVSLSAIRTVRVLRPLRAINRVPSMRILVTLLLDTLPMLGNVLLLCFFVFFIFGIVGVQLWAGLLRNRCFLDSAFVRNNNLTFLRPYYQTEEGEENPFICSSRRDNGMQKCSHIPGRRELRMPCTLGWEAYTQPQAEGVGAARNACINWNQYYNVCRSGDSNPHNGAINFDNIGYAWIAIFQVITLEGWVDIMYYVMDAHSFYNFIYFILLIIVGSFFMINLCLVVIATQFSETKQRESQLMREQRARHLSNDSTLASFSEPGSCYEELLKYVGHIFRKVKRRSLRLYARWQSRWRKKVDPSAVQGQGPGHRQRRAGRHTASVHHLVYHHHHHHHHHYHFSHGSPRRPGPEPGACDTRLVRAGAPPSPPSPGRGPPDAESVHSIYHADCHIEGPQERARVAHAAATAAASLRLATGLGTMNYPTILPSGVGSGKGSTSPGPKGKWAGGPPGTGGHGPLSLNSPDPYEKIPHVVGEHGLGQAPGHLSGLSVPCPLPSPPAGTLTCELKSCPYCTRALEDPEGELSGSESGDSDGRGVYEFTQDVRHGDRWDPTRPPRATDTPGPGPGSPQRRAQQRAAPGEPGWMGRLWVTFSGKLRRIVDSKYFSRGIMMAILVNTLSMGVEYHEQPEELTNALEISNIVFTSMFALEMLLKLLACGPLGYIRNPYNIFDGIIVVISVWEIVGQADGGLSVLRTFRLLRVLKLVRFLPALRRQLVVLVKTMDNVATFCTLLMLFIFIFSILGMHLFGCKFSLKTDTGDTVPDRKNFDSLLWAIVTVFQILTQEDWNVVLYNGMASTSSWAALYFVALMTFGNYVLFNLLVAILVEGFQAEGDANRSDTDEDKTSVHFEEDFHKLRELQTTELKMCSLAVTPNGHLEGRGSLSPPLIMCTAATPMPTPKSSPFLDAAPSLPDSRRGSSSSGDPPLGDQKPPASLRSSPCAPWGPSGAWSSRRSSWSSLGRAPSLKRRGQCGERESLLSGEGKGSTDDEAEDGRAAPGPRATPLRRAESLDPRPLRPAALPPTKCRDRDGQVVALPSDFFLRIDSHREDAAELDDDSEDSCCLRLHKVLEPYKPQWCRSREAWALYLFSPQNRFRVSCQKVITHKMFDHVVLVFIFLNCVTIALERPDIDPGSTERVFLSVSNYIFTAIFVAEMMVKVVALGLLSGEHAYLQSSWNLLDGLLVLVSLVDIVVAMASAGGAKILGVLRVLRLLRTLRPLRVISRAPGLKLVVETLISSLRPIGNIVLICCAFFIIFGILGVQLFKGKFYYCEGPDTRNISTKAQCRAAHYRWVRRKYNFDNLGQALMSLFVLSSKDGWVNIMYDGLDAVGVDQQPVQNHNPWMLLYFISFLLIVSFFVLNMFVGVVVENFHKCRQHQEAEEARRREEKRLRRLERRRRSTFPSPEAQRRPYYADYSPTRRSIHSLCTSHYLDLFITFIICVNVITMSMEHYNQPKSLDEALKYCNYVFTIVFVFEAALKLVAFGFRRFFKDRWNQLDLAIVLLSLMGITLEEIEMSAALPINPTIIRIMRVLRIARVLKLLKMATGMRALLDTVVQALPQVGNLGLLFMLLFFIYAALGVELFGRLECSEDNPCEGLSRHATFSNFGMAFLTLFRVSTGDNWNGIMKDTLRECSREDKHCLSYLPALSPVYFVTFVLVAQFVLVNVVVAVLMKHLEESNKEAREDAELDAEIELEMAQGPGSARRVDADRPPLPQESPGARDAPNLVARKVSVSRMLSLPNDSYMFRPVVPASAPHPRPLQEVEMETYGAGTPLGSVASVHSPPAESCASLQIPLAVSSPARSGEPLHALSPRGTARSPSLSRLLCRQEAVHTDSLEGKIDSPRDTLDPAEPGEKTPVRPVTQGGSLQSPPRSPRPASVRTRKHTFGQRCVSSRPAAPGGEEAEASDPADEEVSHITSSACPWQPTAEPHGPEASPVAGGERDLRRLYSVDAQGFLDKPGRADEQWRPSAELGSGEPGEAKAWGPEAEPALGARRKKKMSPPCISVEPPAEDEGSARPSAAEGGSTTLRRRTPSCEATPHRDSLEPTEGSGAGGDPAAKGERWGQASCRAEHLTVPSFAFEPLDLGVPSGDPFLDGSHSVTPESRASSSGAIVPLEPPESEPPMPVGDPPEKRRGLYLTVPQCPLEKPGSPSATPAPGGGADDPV
An asterisk follows results filed as active. This is a subset, so the mix of outcomes need not match the whole.

Sample of the layout, seven compounds:
entry	canonical_smiles	Cav32 inh
1	CCCC(CCC(=O)Nc1ccc(C(=O)OC)cc1)C(=O)O (stereo unspecified)	0.81
2	O=C(CSc1nc2c(cnn2-c2ccc(F)cc2)c(=O)[nH]1)N1N=C(c2cccs2)CC1c1ccc(F)cc1 (stereo unspecified)	0.2
3	O=C(NCc1ccccc1)N[C@@H](Cc1c[nH]c2ccccc12)C(=O)O	0.28
4	CCOCCn1c(CN(Cc2ccccc2)Cc2ccccc2)nc2c1c(=O)[nH]c(=O)n2C	-1.2
5	C[C@@H](C(=O)Nc1ccc2ccccc2c1)[C@H]1C[C@]1(C)[C@H](NS(=O)(=O)c1ccc(-c2ccccc2)cc1)c1ccccc1	-1.2
6	O=C1C2C3C=CC(C3)C2C(=O)N1c1ccc2c(c1)OCO2 (stereo unspecified)	0.052
7	COC(=O)c1ccccc1NC(=O)NCC1CCCO1 (stereo unspecified)	0.42

All compounds of this part, previewed entries included:
entry	canonical_smiles	Cav32 inh
1	CCCC(CCC(=O)Nc1ccc(C(=O)OC)cc1)C(=O)O (stereo unspecified)	0.81
2	O=C(CSc1nc2c(cnn2-c2ccc(F)cc2)c(=O)[nH]1)N1N=C(c2cccs2)CC1c1ccc(F)cc1 (stereo unspecified)	0.2
3	O=C(NCc1ccccc1)N[C@@H](Cc1c[nH]c2ccccc12)C(=O)O	0.28
4	CCOCCn1c(CN(Cc2ccccc2)Cc2ccccc2)nc2c1c(=O)[nH]c(=O)n2C	-1.2
5	C[C@@H](C(=O)Nc1ccc2ccccc2c1)[C@H]1C[C@]1(C)[C@H](NS(=O)(=O)c1ccc(-c2ccccc2)cc1)c1ccccc1	-1.2
6	O=C1C2C3C=CC(C3)C2C(=O)N1c1ccc2c(c1)OCO2 (stereo unspecified)	0.052
7	COC(=O)c1ccccc1NC(=O)NCC1CCCO1 (stereo unspecified)	0.42
8	COc1ccc(C(=O)N2CCC(O)(c3ccc(F)cc3)CC2)cc1OC	-0.69
9	COc1cc(-n2ccnc2SC)c(Cl)cc1Cl	-1.4
10	Cc1ncc(CSc2nnnn2-c2ccccc2)c(N)n1	1.4
11	O=C(c1ccccc1)N1CCCCC(S(=O)(=O)c2ccccc2)C1=O (stereo unspecified)	0.43
12	O=C(CSc1nnc(-c2cccs2)n1-c1ccccc1)NCc1ccco1	0.15
13	CCC(=O)c1ccccc1OCCCN1C(=O)NC(C)(C)C1=O	-0.84
14	Clc1ccc(Sc2cc(Cl)c(-c3ccccc3)nn2)cc1	-3
15	Cc1ccccc1CN1CCN(CC(=O)NCc2ccco2)C1=O	-0.63
16	COC(=O)c1ccc(Sc2ccccc2NS(=O)(=O)c2ccc(C)cc2)nc1	-3.1
17	CCCCNC(=O)CNC(=O)c1cccs1	-0.047
18	O=S(=O)(NCCSCc1ccc(Cl)cc1Cl)c1ccc2c(c1)OCCO2	-4.5*
19	Cn1c2ccccc2c2c(C(=O)N3CCN(c4ccccc4)CC3)cn(C3CCCC3)c(=O)c21	-3.4
20	Cc1ccc(NC(=O)N2CCCC2C(=O)Nc2ccc(-n3cnnn3)c(C)c2)cc1 (stereo unspecified)	0.42
21	O=C(Nc1cccc(F)c1)C1CC(=O)N(c2ccc(Br)cc2)C1 (stereo unspecified)	-5.4*
22	CCC(=O)n1nc(-c2ccco2)nc1N	0.3
23	CCCCN(C)CCNC(=O)Cn1ncc2c(=O)oc3ccc(C)cc3c21	0.038
24	COC(=O)c1cc2ccsc2n1CC(=O)Nc1cc(Cl)ccc1OC	-1.4
25	CCOC(=O)C(Cc1ccccc1)NC(C)=O (stereo unspecified)	0.65
26	O=C(CSCc1ccco1)c1cccs1	0.19
27	CCO/C=C/C(O)(CNC(=O)COc1ccccc1F)C(F)(F)F (stereo unspecified)	0.61
28	Cc1ccc(S(=O)(=O)NCCSC(C)(C)C)cc1	0.43
29	CC(C)n1cc(NC(=O)c2cc(-c3ccccc3)on2)cn1	-2
30	Cc1ccc(N(C(=O)C(F)(F)F)C(C(=O)NC2CCCCC2)c2cccs2)cc1 (stereo unspecified)	-0.28
31	O=C(c1n[nH]c(=O)c2ccccc12)N1CCN(c2ccccc2)CC1	1.5
32	Cc1ccc(S(=O)(=O)N2CCCC2)cc1S(=O)(=O)N1CCCC1	1.5
33	CC(=O)NC1CC2CCCC(C1)N2CC(=O)N1CCCc2ccccc21 (stereo unspecified)	0.39
34	CCOc1ccccc1NC(=O)Cn1c(=O)c2ccccc2n(CC)c1=O	-0.44
35	NC(=O)c1ccsc1NC(=O)c1ccco1	-0.37
36	N#CC1=C(N)NC(SCc2ccc(Cl)cc2)=C(C#N)C12CCCCC2	-4.1*
37	CN1CCN(NC(=O)c2ccc(Cl)c([N+](=O)[O-])c2)CC1	0.6
38	Cc1cc(F)ccc1NCc1cc2c(cc1[N+](=O)[O-])OCO2	-3.6
39	Cc1nc(N2CCOCC2)c(C#N)c2c1COC(C)(C)C2	-0.021
40	CCn1c(C)nc2cc(S(=O)(=O)N3CCCCC3)ccc21	1.2
41	CCOc1ccc(NCC(=O)Nc2ccc(Cl)cc2C)cc1	-0.28
42	Cc1cc(C)c(NC(=O)CN(C2CCCCC2)C2CCCCC2)c(C)c1	-2.7
43	COc1ccccc1N1CCN(CCCC(=O)c2ccc(F)cc2)CC1	1.3
44	Cc1ccc2cc(C(c3nnnn3C3CCCC3)N3CCOCC3)c(=O)[nH]c2c1C (stereo unspecified)	1.2
45	Cc1[nH]c2ccccc2c1CC(=O)O	0.022
46	Cc1ccc(NC(=O)CS(=O)Cc2nc(-c3ccc(C)cc3)oc2C)cc1 (stereo unspecified)	-4.6*
47	COc1cccc(Cn2cnc3c(NS(=O)(=O)c4cc(Cl)ccc4Cl)c(C)c(C)cc32)c1	-5.4*
48	CCOC(=O)Cc1csc(NC(=O)COc2ccccc2OCC)n1	-0.62

Quoted from above: compounds 41 to 43
entry	canonical_smiles	Cav32 inh
41	CCOc1ccc(NCC(=O)Nc2ccc(Cl)cc2C)cc1	-0.28
42	Cc1cc(C)c(NC(=O)CN(C2CCCCC2)C2CCCCC2)c(C)c1	-2.7
43	COc1ccccc1N1CCN(CCCC(=O)c2ccc(F)cc2)CC1	1.3

Other results
entry	canonical_smiles	Cav32 inh
49	CC(c1ccc(Br)cc1)N1CC23C=CC(O2)C(C(=O)O)C3C1=O (stereo unspecified)	-0.24
50	Cc1cc(NC(=O)COC(=O)CSCc2ccc(Cl)c(Cl)c2)no1	-0.53
51	C=CCNC(=O)c1ccccc1NS(=O)(=O)c1ccc(SC)cc1	-0.095
52	CN1CCN(S(=O)(=O)c2ccc(N(C)Cc3cccs3)nc2)CC1	-0.38
53	CCCCCCCCC(=O)NC(NC(=S)N1CCOCC1)C(Cl)(Cl)Cl (stereo unspecified)	-4.2*
54	COC(=O)c1ccc(CSc2ccc3nnc(-c4cccc(F)c4)n3n2)o1	1.2
55	CC(NC(=O)c1ccc(CS(=O)(=O)Cc2ccccc2F)o1)c1ccc2c(c1)OCCO2 (stereo unspecified)	0.0019
56	CCN(CC)S(=O)(=O)c1cccc(C(=O)NCCCN2CCOCC2)c1	0.12
57	CCOC(=O)c1snc2c(=O)[nH]cnc12	0.45
58	Cc1cc(-n2nc(C)cc2C)n2nc(C)c(-c3ccccc3)c2n1	0.7
59	COc1ccc(OCCC(=O)NC2=NCCS2)cc1	0.17
60	COc1ccc(-n2c(Cn3c(=O)sc4ccccc43)nnc2SCC(=O)N2CCOCC2)cc1	-0.11
61	CN1CCN(c2nc(N3CCN(CCO)CC3)nc3ccccc23)CC1	-0.033
62	CCCc1noc2c1/C(=N\O)CCC2	0.29
63	CC1CCN(c2c([N+](=O)[O-])c(=O)n(-c3ccccc3)c3ccccc23)CC1	-1.8
64	Cc1ccc(-c2nnc(C)c(N3CC(C)OC(C)C3)n2)cc1 (stereo unspecified)	0.97
65	CCC(C)n1c(SCC(=O)Nc2cc(C)on2)nc2ccccc2c1=O (stereo unspecified)	-2
66	Clc1ccc(-c2csc(N3CCN(c4ccccc4)CC3)n2)cc1	0.75
67	COc1cc(C2CC(=O)c3cnc(N4CCN(Cc5ccccc5)CC4)nc3C2)cc(OC)c1OC (stereo unspecified)	-3.5
68	Cc1ccc2[nH]c(=O)c(CN(CC3CCCO3)S(=O)(=O)c3c(C)ccc4nsnc34)cc2c1 (stereo unspecified)	-1.9
69	CC(=O)c1ccc(OCC(O)COc2ccc(C(C)=O)cc2)cc1	-0.26
70	COc1ccc(-c2cn3c(C)c(C(=O)Nc4ccncc4)sc3n2)cc1	0.062
71	COC(=O)c1ccc(N=c2sc(C(=O)OC)cc(=O)n2C)cc1	0.66
72	O=S(=O)(NCCOc1cccc2cccnc12)c1ccc(F)cc1	-0.7
73	CCn1c(=O)c(C(=O)Nn2c(C)nc3ccccc3c2=O)c(O)c2ccccc21	-6.1*
74	O=C(CCSCc1ccccc1F)N1CCN(c2ccccn2)CC1	-0.48
75	CC(C)NC(=O)NC(=O)COC(=O)c1ccc(NC(=O)CC#N)cc1	-0.069
76	Cc1ccc(S(=O)(=O)N2CCC(C(=O)NCc3cccnc3)CC2)cc1	0.46
77	O=C(Nc1ccn(Cc2c(F)c(F)c(F)c(F)c2F)n1)c1ccc(COc2ccccc2Cl)cc1	-0.14
78	O=C(NCc1ccc2c(c1)OCO2)c1ccc(NS(=O)(=O)c2ccc3c(c2)OCCO3)cc1	-2.6
79	CC(C)(Oc1ccc(Cl)cc1)C(=O)OCC(=O)Nc1ncc(Cl)cc1Cl	-6.9*
80	CCOC(=O)C[C@H]1c2cc(F)ccc2S(=O)(=O)N1c1cccc(OC)c1	0.12
81	CCOC(=O)c1ccccc1NC(=O)c1ccccc1SC	-1.5
82	COc1ccccc1NC(=O)N(c1c(N)n(Cc2ccccc2)c(=O)[nH]c1=O)C1CCCC1	-0.073
83	COc1ncnc(OC)c1NC(=O)c1ccc(F)cc1	-0.14
84	C=CCN1C(=O)C(Cc2ccc(OCC)cc2)S/C1=N\N=C\c1cccs1 (stereo unspecified)	-2.6
85	O=C(c1ccoc1)N1CCC2(CC1)Oc1ccc(Cl)cc1C(=O)C21CC(c2ccc(Cl)cc2)=NO1 (stereo unspecified)	-0.32
86	CC1CCCN(c2nc3ccsc3c(=O)s2)C1 (stereo unspecified)	-1.2
87	CC1CCCN(C(=O)COC(=O)c2n[nH]c3ccccc23)C1 (stereo unspecified)	-0.093
88	Clc1cccc(CON/C=N/c2ncnc3sccc23)c1	-2.3
89	COc1cc(OC)cc(C(=O)Nc2ccc(S(=O)(=O)N(C)C)cc2)c1	-0.079
90	Cc1csc(NC(=O)c2nc3nccc(C)n3n2)n1	-0.51
91	Cc1cc(NC(=O)CCC(=O)N(c2ccccc2)C(C(=O)NC2CCCC2)c2ccccc2)no1 (stereo unspecified)	-0.68
92	CCC1=C(OC(=O)N(CC)CC)N2C(=O)OC(=NCC(=O)OC)[C@]2(C)[C@H]2C1=CC[C@H]1C(=O)NC(=O)[C@H]12	0.02
93	O=C(CN1CCOCC1)NCCC12CC3CC(CC(C3)C1)C2	-0.28
94	COc1ccc(N2CCN(C(=O)CN(Cc3ccccc3)S(C)(=O)=O)CC2)cc1	-0.21
95	CCc1ccc(C2NC(C(=O)O)CS2)cc1 (stereo unspecified)	-0.73
96	COc1cccc(NC(=O)CCCn2c(=S)[nH]c3ccccc3c2=O)c1	-2.1
97	CCCOC(=O)C(C)n1cnc2sc(C)c(C)c2c1=O (stereo unspecified)	-0.87
98	c1ccc2c(c1)CCCN2c1nc2ccccc2n2cnnc12	-0.67
99	CC(=O)c1cnc2c(C(=O)O)cnn2c1C	-0.04
100	CC(C)COC(=O)C(C#N)c1nc2ccccc2nc1N1CCN(Cc2ccccc2)CC1 (stereo unspecified)	-4*
101	CCN(CC)C(=O)Nc1ccc(C(=O)OC)cc1	0.84
102	COc1ccc(C2C(C#N)=C(N)Oc3cc4c(cc32)OCO4)cc1 (stereo unspecified)	-4*
103	Cn1c(/N=C/c2c[nH]c3ccccc23)nc2ccccc21	-0.012
104	O=C(NC1CCCCC1)N1CCN(CCc2ccccc2)CC1	0.74

(continued)
entry	canonical_smiles	Cav32 inh
105	N#CCCN1CCN(C(=S)c2ccc(-c3ccc(Cl)c(Cl)c3)o2)CC1	-1.1
106	CNC(=O)N1CCN(C(=O)NC)CC1	1.3
107	O=C(Nc1cnn(Cc2ccc(Cl)cc2)c1)c1ccc([N+](=O)[O-])cc1	-0.79
108	COc1ccc(OC)c(-n2nnnc2SCC(=O)Nc2nc(C)c(C)s2)c1	-0.79
109	Cc1ccc(-c2nnc3ccc(SCC(=O)N4CCc5ccccc54)nn23)cc1	-0.52
110	Cc1cccc(N2CSC3=C(C#N)C(c4ccc(C)o4)CC(=O)N3C2)c1 (stereo unspecified)	-0.32
111	CCCCCc1c(C)nc(N2CCc3ccccc3C2)[nH]c1=O	-0.37
112	O=C(Cn1nnc(-c2ccccc2)n1)OC1CCOC1=O (stereo unspecified)	-0.53
113	C#CCNC(=O)C1=C[C@@H](c2coc3ccccc3c2=O)[C@H](CCCO)[C@@H](OCC)O1	0.65
114	CN(C(=O)COC(=O)COc1ccccc1F)C1CCS(=O)(=O)C1 (stereo unspecified)	-0.26
115	COc1ccc2c(C)cc(SCC(=O)Nc3c(C)n(C)n(-c4ccccc4)c3=O)nc2c1	0.23
116	CCCC1(C(=O)OC)NC(c2ccc(OC)c(OC)c2)C2C(=O)N(c3ccc4c(c3)OCO4)C(=O)C21 (stereo unspecified)	-2.7
117	CC(NC(=O)C1CCC(=O)N1Cc1ccc(F)cc1)c1ccc2c(c1)OCCO2 (stereo unspecified)	-0.05
118	Cc1cccc2nc(CSc3nnc4ccccn34)cn12	-0.21
119	O=C(NCc1ccccn1)Nc1cccc(NC(=O)NCc2ccccn2)c1	0.66
120	O=C(O)CCc1nc(-c2ccccc2Cl)no1	0.95
121	COc1nc(OC)nc(N2CCC(C(=O)NCc3ccco3)CC2)n1	0.99
122	O=C(NCCc1cccs1)C1CC(c2c(Cl)cccc2Cl)=NO1 (stereo unspecified)	0.75
123	CN1CCN(c2ccc([N+](=O)[O-])cc2NC(=O)c2ccccc2Cl)CC1	0.45
124	Cc1ccc(-c2nc3cc(NC(=O)C(C)C)ccc3o2)cc1	0.0093
125	CC(C)c1cc(C(N)=O)c(NC(=O)c2cccc(COc3ccc(Br)cc3)c2)s1	-1.1
